DRD3 antagonist: D3 dopamine receptor (human) antagonism | D3R cells, DiscoveRx beta-arrestin luminescence, antagonist mode; stronger effect = lower value | max response, negative = inhibition, % | 2.5% of 360,000 active | AID 652054; in the data active = max response below about -50%; inconclusive = no clear call, values can overlap the other calls; note: % is set by controls: 0 for no effect and ±100 for the full control effect; mostly tested at two doses, the higher about 12 µM
Target sequence (P35462 whole entry, looked up): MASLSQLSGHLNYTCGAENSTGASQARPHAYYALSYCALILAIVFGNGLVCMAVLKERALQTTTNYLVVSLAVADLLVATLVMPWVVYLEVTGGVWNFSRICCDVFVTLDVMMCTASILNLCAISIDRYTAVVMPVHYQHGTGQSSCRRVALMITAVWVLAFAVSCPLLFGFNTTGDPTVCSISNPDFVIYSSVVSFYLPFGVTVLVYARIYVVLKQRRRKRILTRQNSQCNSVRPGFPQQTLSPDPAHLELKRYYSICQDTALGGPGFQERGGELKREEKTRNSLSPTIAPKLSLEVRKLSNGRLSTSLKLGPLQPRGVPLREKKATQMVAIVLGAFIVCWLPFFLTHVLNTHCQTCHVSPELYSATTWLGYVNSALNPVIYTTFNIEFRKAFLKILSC
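Cells expressing the human receptor were seeded at 1500 cells/well, incubated overnight at 37 degrees C in 5% CO2, then exposed to library compounds with dopamine controls for 90 minutes at 37 degrees C before luminescent detection.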
KB-V1 cytotox: KB-V1 MDR subline cytotoxicity; 3.4% of 400,000 active; Potency, µM (doses to about 46.1 µM), without a hit: at the top dose activity change, negative = cytotoxicity, actives largely listed as cytotoxic; KB-V1 MDR cells viability, CellTiter-Glo, 72 h; note: potency is the fitted concentration of half-maximal effect; % is set by controls: 0 for no effect and ±100 for the full control effect; nearly all actives have a fitted effect of over 60% in size
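KB-V1 cells (P-gp-expressing MDR subline of KB-3-1) in phenol-red-free DMEM with 10% FBS were exposed to library compounds over a concentration series for 72 h at 37 degrees C. Viability read by CellTiter-Glo luminescence; concentration-effect curves fitted after normalization.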
HT1080 IDH1KD tx: toxicity to HT-1080 IDH1 knockdown cells (counter line). HT-1080 IDH1 knockdown viability, ATP luminescence, 48 h. Potency, µM (highest dose often 46.1 µM), inactives show at the top dose activity, negative = toxicity, usual class: cytotoxic. 2% of 360,000 active;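 note: potency is the fitted concentration of half-maximal effect; 0% = DMSO wells and -100% = cell-free medium wells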
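Assay cells: HT-1080 with IDH1 knockdown, 750 per well, RPMI/5% FBS. Exposure: 48 h at 37 °C following 2 h pre-incubation. Read: CellTiter-Glo luminescence; fitted concentration-response, curve class assigned.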
IL1B secr inh: blocks inflammasome-driven IL-1 beta release. THP-1 LPS/ATP IL-1B secretion, AlphaLISA, 16 h; stronger effect = lower value. activity change, % at 57.5 µM. 4.7% of 360,000 active; in the data active = activity change below about -50%; inconclusive = mostly about -30% to -49%; note: % is set by controls: 0 for no effect and ±100 for the full control effect
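THP-1 cells pretreated 1 hr with compounds (up to 57.5 uM final), then stimulated with LPS (250 ng/mL final) plus ATP (1.25 mM final); secreted IL-1B measured by AlphaLISA after 16 hr, decreased signal indicating inhibition.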
D3 ag: D3 dopamine receptor (human) agonism. D3R DiscoveRx beta-arrestin cells, luminescence, 90 min. AID 652048. max activation, %. 0.58% of 410,000 active; in the data active = max activation above about 30%; note: 0% is about no effect; mostly tested at two doses, the higher about 12 µM
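Cells at 1500/well, incubated overnight, then treated with pinned compounds (dopamine as control) for 90 min at 37 degrees C. DiscoveRx reagent added for 30 - 60 minutes at room temperature; luminescence read.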
GLP1R ag: activates the human GLP-1 receptor; AID 624172; HEK293 GLP-1R CRE-luciferase, luminescence, 4-6 h; cells express a hypersensitive GLP-1R form; Potency, µM (doses to about 45.6 µM), for inactives: top-dose activation, actives largely listed as activators; 0.007% of 380,000 active; P43220; note: potency is the fitted concentration of half-maximal effect; % of control where 0% means no effect
Target sequence (P43220 whole entry, looked up): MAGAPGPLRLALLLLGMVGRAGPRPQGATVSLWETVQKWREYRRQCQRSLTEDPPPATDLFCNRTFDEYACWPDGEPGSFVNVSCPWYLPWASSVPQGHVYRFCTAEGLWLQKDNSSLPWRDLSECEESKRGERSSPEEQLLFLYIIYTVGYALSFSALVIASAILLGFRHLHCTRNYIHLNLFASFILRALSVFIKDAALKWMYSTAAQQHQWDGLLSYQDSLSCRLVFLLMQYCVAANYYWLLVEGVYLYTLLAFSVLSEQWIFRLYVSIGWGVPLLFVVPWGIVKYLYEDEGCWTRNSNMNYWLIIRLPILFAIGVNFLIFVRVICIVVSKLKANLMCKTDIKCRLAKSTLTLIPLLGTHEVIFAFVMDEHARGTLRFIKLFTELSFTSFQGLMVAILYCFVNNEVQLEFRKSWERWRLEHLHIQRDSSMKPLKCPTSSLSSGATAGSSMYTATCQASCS
SW480 rereplic: induces DNA re-replication in SW480 colon adenocarcinoma cells | 1.8% of 340,000 active | SW480 DNA re-replication, Hoechst DNA content imaging, 48 h | AID 624297 | Potency, µM (top dose mostly 46.1 µM), without a hit: top-dose re-replication activation, actives largely listed as activators; note: potency is the fitted concentration of half-maximal effect; % of control where 0% means no effect; nearly all actives have a fitted effect of over 55% in size
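Readout is total intensity of Hoechst-stained nuclei, excited at 405 nm and collected at 500-530 nm. Compound treatment lasted 48 hr at 37 C in 5% CO2 before staining.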
HT1080-NT tox: kills 2HG-producing HT-1080-NT fibrosarcoma cells | HT-1080-NT fibrosarcoma viability, CellTiter-Glo ATP luminescence, 48 h | Potency, µM (doses to about 46.1 µM), for inactives: at the highest dose activity, negative = less viability, actives largely listed as cytotoxic | 1.6% of 360,000 active | AID 686970;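 note: NT is the 2HG producing partner of a matched IDH1 knockdown line; potency is the fitted concentration of half-maximal effect; 0% = DMSO-treated cells and -100% = media-only wells without cells; nearly all actives have a fitted effect of over 55% in size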
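Read-out is CellTiter-Glo luminescence after 10 minutes at room temperature, following 48 hours' compound treatment of HT-1080-NT cells (750 cells/well, RPMI, 5% FBS, 37 degrees C).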
KB-3-1 tox: kills parental KB-3-1 adenocarcinoma cells. KB-3-1 viability, CellTiter-Glo ATP luminescence, 72 h. Potency, µM (highest dose often 46.1 µM), without a hit: at the top dose activity change, negative = cytotoxic, usual class: cytotoxic. 1.4% of 400,000 active. AID 1347075; note: potency is the fitted concentration of half-maximal effect; % is set by controls: 0 for no effect and ±100 for the full control effect; nearly all actives have a fitted effect of over 60% in size
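Cells are dispensed, compounds pinned in, plates held at 37 °C for 72 h, then CellTiter-Glo is added and luminescence read after 10 minutes. Cell line: parental KB-3-1 in phenol-red-free DMEM, 10% FBS.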
* = called active by the depositor; u = inconclusive; x = not tested or not shown; [ ] = dose if it differs, or a comment. Unless noted, calls come from the whole dose curve; as a rule, active = well fitted curve in the direction sought with a large enough effect; inconclusive = small, poorly fitted or top-dose-only effect, or another doubt; inactive = no such curve, though single readings can be large; an effect the other way counts as inactive or inconclusive.

SMILES	DRD3 antagonist	KB-V1 cytotox	HT1080 IDH1KD tx	IL1B secr inh	D3 ag	GLP1R ag	SW480 rereplic	HT1080-NT tox	KB-3-1 tox
Cc1ccccc1C(=O)c1c[nH]c(C(=O)NCCCn2ccnc2)c1	-2	17%	17%	-4	2	2%	-3%	10%	8%
Cc1ccc2c(c1)cc(CN(Cc1ccco1)S(=O)(=O)c1ccccc1)c1nnnn12	11	-23%	0%	31	-2	-2%	9%	-1%	u
Cc1ccc(NC(=O)c2cn(-c3cccc(C)n3)cn2)cc1	u	-14%	19%[9.24 µM]	-17	-22	-6%	-1%	22%	16%
COc1cc2[nH]c(=S)n(Cc3cccs3)c(=O)c2cc1OC	8	-22%	3%	19	2	-1%	-4%	2%	7%
O=C(COC(=O)c1ccc2c(c1)OCCO2)NC1CCCCC1	-1	u	8%	8	1	-1%	-5%	5%	11%
COc1ccc(NC(=O)Cn2c(=O)n(-c3ccc(OC)cc3OC)c(=O)c3c(C)c(C)sc32)cc1	57	u	-9%	3	-3	-18%	-24%	2%	10%
COc1ccc(C2c3ccc(O)cc3Oc3ncn(Cc4ccccc4)c(=N)c32)cc1OC (stereo not drawn)	-1	-14%	u	-73*	0	6%	-1%	u	-10%
Cc1nc2ccc(F)cc2cc1C(=O)NC(C)C	20	-21%	6%	37	11	-9%	-3%	-1%	18%
Cc1occc1C(=O)N/N=C/c1ccc(Cl)c([N+](=O)[O-])c1	-20	-23%	-1%	-72*	-6	-1%	20%	-5%	16%
CCc1ccc(NC(=O)c2cnc3n(c2=O)CCS3)cc1	-19	7%	-10%	1	-3	3%	-9%	1%	-18%
COc1cc2[nH]c(=O)n(CCC(=O)N3CCN(Cc4ccccc4)CC3)c(=O)c2cc1OC	7	7%	10%	15	2	0%	-9%	14%	-4%
Cc1[nH]c(SCC(=O)Nc2cc(C(N)=O)cc(C(N)=O)c2)nc1Cc1ccccc1	19	-5%	12%	24	18	9%	-8%	13%	7%
O=C(COc1ccc(Cl)cc1)NNC(=O)CSc1nncs1	3	1%	4%	0	5	0%	0%	5%	7%
O=c1cc(N2CCOCC2)[nH]c(=O)n1-c1ccc(Br)cc1	-10	4%	-2%	-19	-2	-1%	-14%	-3%	3%
C[C@H]1CN([C@@H](C)CO)C(=O)CCCn2cc(nn2)CO[C@@H]1CN(C)S(=O)(=O)c1ccc(Oc2ccccc2)cc1	22	u	3%	4	-3	-5%	x	14%	8%
CN(C)c1ccc(C(CC(=O)O)NC(=O)c2ccc(Cl)cc2)cc1 (stereo not drawn)	8	7%	4%	0	12	-15%	0%	9%	7%
CCn1c(SCC(=O)NCc2ccc(C)cc2)nnc1-c1ccncc1	-9	2%	0%	19	0	-2%	-4%	0%	10%
O=C(Nc1nnc(-c2ccccc2)o1)NC1CCCCC1	-3	u	-27%	28	-3	2%	-1%	-24%	-15%
O=C(CSc1nnc(-c2ccc(Cl)cc2)n1-c1ccc(Cl)cc1)N/N=C/c1ccccc1C(=O)O	9	u	-1%	18	2	10%	-11%	8%	11%
COc1ccc(C2(C(=O)NCCc3ccccc3)CCCC2)cc1OC	-10	-17%	1%	13	-6	-4%	0%	15%	-24%
Cc1ccccc1OCc1n[nH]c(=S)n1Cc1ccccc1	-22	1%	-4%	-1	2	4%	-6%	-25%	2%
CCN1CCN(c2nc3c(C)cccn3c(=O)c2C=C(C#N)C#N)CC1	-2	10%	6%	8	3	6%	0%	-3%	-2%
CCCc1ncc(CN2CCCC(C(=O)Nc3ccc(-c4cccc(OC)c4)cc3)C2)cn1 (stereo not drawn)	-11	-21%	u	-9	18	-2%	u	-34%	-12%
CC(=O)Nc1ccc(C)cc1	21	-2%	-1%	9	6	17%	1%	15%	0%
CCCn1cnc2sc(C(N)=O)c(C)c2c1=O	25	19%	-1%	20	8	7%	1%	-3%	15%

Overlap with the part before: 3 compounds, then new ones.
SMILES	DRD3 antagonist	KB-V1 cytotox	HT1080 IDH1KD tx	IL1B secr inh	D3 ag	GLP1R ag	SW480 rereplic	HT1080-NT tox	KB-3-1 tox
CCCc1ncc(CN2CCCC(C(=O)Nc3ccc(-c4cccc(OC)c4)cc3)C2)cn1 (stereo not drawn)	-11	-21%	u	-9	18	-2%	u	-34%	-12%
CC(=O)Nc1ccc(C)cc1	21	-2%	-1%	9	6	17%	1%	15%	0%
CCCn1cnc2sc(C(N)=O)c(C)c2c1=O	25	19%	-1%	20	8	7%	1%	-3%	15%
Cc1ccc(CNC(=O)Cn2c(=O)n(Cc3ccccc3)c(=O)c3c2c2cc(C)ccc2n3C)cc1	x	u	x	x	3	-1%	x	x	2%
O=C(C1CSC2(c3ccc(F)cc3)CCC(=O)N12)N1CCCCCC1 (stereo not drawn)	9	u	9%	4	0	-3%	-4%	-8%	-3%
O=S(=O)(c1cccs1)N1CCN(c2cccc(Cl)c2)CC1	13	-4%	-13%	-11	1	9%	10%	3%	6%
O=P(c1ccccc1)(c1ccccc1)C(O)c1cccs1 (stereo not drawn)	-8	11%	-3%	37	-16	3%	x	-12%	4%
C[C@H](NC(=O)c1[nH]cnc1C(=O)Nc1ccon1)c1ccccc1	1	-11%	-1%	40	-20	17%	4%	-1%	5%
CC1CCCN(S(=O)(=O)c2coc(C(N)=O)c2)C1 (stereo not drawn)	-7	2%	-1%	1	3	-2%	10%	1%	-9%
CC(C)Cn1c(SCC(=O)N2CCOCC2)nc2ccccc2c1=O	4	-23%	-1%	u	0	0%	-6%	2%	2%
CCOC(=O)C1CCN(c2c(NCCCN(C)C3CCCCC3)c(=O)c2=O)CC1	-24	u	4%	8	-4	0%	-20%	5%	10%
COc1ccc(CNC(=O)CSc2nc(-c3ccc(OC)c(OC)c3)cc(C(F)(F)F)n2)cc1	x	-5%	x	x	6	2%	x	x	-13%
CCOC(=O)c1ccc(Oc2nc(N(C)C)nc(N3CCOCC3)n2)cc1	0	6%	0%	-11	-11	7%	-62%[inhibitor]	-7%	-1%
Cc1ccccc1NC(=O)COc1ccc2oc(=O)cc(C)c2c1	-5	24%	4%	-11	0	16%	-7%	6%	1%
O=C(Nc1cccc(O)c1)c1cccc(NC(=O)c2cccs2)c1	7	0%	u	-1	1	21%	17%	u	-16%
COc1ccc2c(c1)CC/C2=N\NC(=O)c1ccccc1	-9	8%	20%	-5	0	4%	3%	24%	4%
O=C1C(Cl)=C(NCCCO)C(=O)c2ccccc21	-25	-15%	u	57	-2	-22%	u	u	23µM*
COc1cc(C(=S)N2CCOCC2)cc(OC)c1OC(=O)c1ccc(C)cc1	-21	-6%	0%	43	-9	-3%	u	-2%	-2%
CCCOc1ccc(CNCCCOCC)cc1OC	1	-22%	5%	-11	-8	-1%	-1%	2%	-2%
COc1ccccc1-c1cc(C(=O)NCc2cccs2)no1	u	-44%	5%	29	-8	6%	3%	-3%	-22%
Cc1ccc(NC(=O)Nc2cccc([N+](=O)[O-])c2)nc1	6	4%	4%	6	2	12%	1%	1%	29%
CSCCC(c1nc2ccccc2[nH]1)n1c(-c2ccc3ncccc3c2)nc2ccccc21 (stereo not drawn)	-1	-24%	-14%	u	-14	x	x	-21%	4%
COc1ccc(-c2cc3c(=O)n(CC(=O)NCc4ccccc4F)ncn3n2)cc1	-12	5%	-2%	0	1	-5%	0%	4%	7%
COc1cc(/C=C(/C#N)c2nc3ccccc3[nH]2)ccc1OCC(=O)Nc1ccccc1C	8	1.8µM*	-3%	7	1	16%	27%	-7%	u
Cc1cn(S(=O)(=O)c2ccc(Cl)cc2)c(C)n1	18	6%	2%	11	1	-4%	-66%[inhibitor]	2%	3%
CCn1c(=O)c2ccccc2n2c(SCC(=O)N3CCCc4ccccc43)nnc12	16	0%	0%	10	23	-12%	-4%	2%	3%
N#CCC(=O)Nc1ccc(C(=O)NCCc2c[nH]c3ccccc23)cc1	-19	-3%	2%	12	-12	9%	-4%	0%	17%
CN(CC(=O)N1CCCCCC1)S(=O)(=O)c1ccc(Br)s1	0	-23%	1%	-1	2	1%	0%	2%	-2%

Later entries.
SMILES	DRD3 antagonist	KB-V1 cytotox	HT1080 IDH1KD tx	IL1B secr inh	D3 ag	GLP1R ag	SW480 rereplic	HT1080-NT tox	KB-3-1 tox
CCOC(=O)NCc1ccc(Cl)c(Cl)c1	3	9%	0%	16	-1	7%	-3%	-8%	5%
Cc1cc(NC(=O)CCC(=O)N(CC(=O)NC2CCCC2)Cc2ccco2)no1	-6	20%	13%	4	1	4%	-8%	5%	-3%
CCN1CCc2c(OCC(=O)Nc3cccc(C)c3)cccc2C1=O	12	u	5%	0	-2	10%	-2%	0%	-1%
CCCCOc1ccc(C(=O)N/C(=C/c2cccc([N+](=O)[O-])c2)C(=O)O)cc1	-10	-14%	-7%	-62*	-29	0%	27%	2%	-18%
COc1ccc(C(=O)NC2CCCCC2)cc1OC1CCN(C(C)C)CC1	-15	2%	12%	-13	0	-3%	-4%	-1%	7%
Cc1cc(C)c(C2C3=C(Nc4c2c(C)nn4-c2ccccn2)c2ccccc2C3=O)c(C)c1 (stereo not drawn)	-4	u	8%	-69*	-11	2%	-7%	4%	0%
CN(CCc1ccccn1)C(=O)CCC1CCCN(C(=O)c2cscn2)C1 (stereo not drawn)	3	19%	-4%	-3	6	-2%	-5%	-1%	4%
COc1cc(NC(=S)NCc2cccs2)cc(OC)c1	8	2%	12%	-9	2	15%	-1%	8%	27%
COc1cc(/C=N/NC(=O)C2CC(=O)N(c3ccc(C)cc3)C2)cc(OC)c1OC (stereo not drawn)	-8	5%	2%	-9	5	6%	11%	-2%	0%
CCc1nnc(SCC(=O)N2CCCc3ccccc32)nc1CC	-4	-25%	16%	17	-3	12%	-9%	5%	-8%
Cc1ccc(C(CC(=O)N2CCNCC2)c2ccccc2)c(O)c1C (stereo not drawn)	2	6%	-7%	-14	-11	-3%	7%	1%	-1%

Assay outcomes: PubChem BioAssay, National Center for Advancing Translational Sciences (NCATS)
